GIRK2 activator: activators of NPY4-receptor-primed GIRK2 channels, summary, cell-based, HEK293, thallium flux; HEK293 GIRK2/NPY4 cells, thallium flux fluorescence; AID 1259324, 2017; activation (% efficacy), % for hits at 37.5 µM; 34,000 tested, under 10 active; G protein-activated inward rectifier potassium channel 2 (Homo sapiens), P48051;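 active = primary screen hit, no activity in plain HEK293 cells, and in GIRK2-only cells above 5% efficacy rising with concentration; inactive = the rest, including fluorescent compounds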;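 note: efficacy is normalized control-subtracted fluorescence 15 s after thallium addition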
Target sequence (P48051 whole entry, looked up): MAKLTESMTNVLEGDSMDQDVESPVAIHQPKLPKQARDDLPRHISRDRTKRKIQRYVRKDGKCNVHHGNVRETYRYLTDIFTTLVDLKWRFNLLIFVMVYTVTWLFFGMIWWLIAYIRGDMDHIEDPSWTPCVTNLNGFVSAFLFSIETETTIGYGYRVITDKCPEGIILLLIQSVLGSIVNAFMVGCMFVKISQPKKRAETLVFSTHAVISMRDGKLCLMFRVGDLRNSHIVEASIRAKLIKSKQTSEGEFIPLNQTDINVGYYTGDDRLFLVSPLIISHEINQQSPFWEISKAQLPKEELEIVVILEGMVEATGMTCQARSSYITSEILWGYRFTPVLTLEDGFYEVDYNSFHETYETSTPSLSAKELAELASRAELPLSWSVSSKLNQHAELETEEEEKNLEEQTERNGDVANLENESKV
Calls only.

`CCOc1cccc2cc(C(=O)NC(C)c3ccc(-n4ccnc4)cc3)c(=O)oc12` (configuration not stated) gave GIRK2 activator inactive.
Screening COc1cc(OC)cc(C(=O)Nc2cc(-c3cn4nc(OC)ccc4n3)ccc2OC)c1 returned GIRK2 activator inactive.
Cc1cc(=O)[nH]c(-n2nc(C)c(CCC(=O)N3CCc4ccccc4C3)c2C)n1 was read as GIRK2 activator inactive.
CCN(CC)CCNC(=O)C(=O)Nc1ccc2c(c1)OCO2 was read as GIRK2 activator inactive.
Cc1cccc(C)c1NS(=O)(=O)c1c(C)nn(C2CCS(=O)(=O)C2)c1C (configuration not stated) was read as GIRK2 activator inactive.
Screening O=C(NCC1(c2cccs2)CCCC1)C(=O)Nc1ccc(C(F)(F)F)cc1 returned GIRK2 activator inactive.
For CC(CCc1ccccc1)NC(=O)C1CCN(c2ccc(Sc3ccccc3)nn2)CC1 (configuration not stated) the results were GIRK2 activator inactive.
O=C(NCc1cccs1)C(=O)NCC1COC2(CCCCC2)O1 (configuration not stated) was read as GIRK2 activator inactive.
`O=C(CCS(=O)(=O)c1ccccc1)NCCc1csc2nc(-c3cccs3)nn12` gave GIRK2 activator inactive.
Screening CCOc1ccc(OCCNC(=O)c2cccc(OC)c2OC)cc1 returned GIRK2 activator inactive.

Compounds shown so far that have an aryl methoxy group, in the order listed:
Screening COc1cc(OC)cc(C(=O)Nc2cc(-c3cn4nc(OC)ccc4n3)ccc2OC)c1 returned GIRK2 activator inactive.
Screening CCOc1ccc(OCCNC(=O)c2cccc(OC)c2OC)cc1 returned GIRK2 activator inactive.

New compounds follow.
COc1ccc2nc(OC3CCN(C(=O)c4ccc(Br)s4)CC3)sc2c1 was read as GIRK2 activator inactive.
Screening COc1ccc(Cl)cc1S(=O)(=O)NCC1CCN(Cc2cccs2)CC1 returned GIRK2 activator inactive.
Screening O=C(COc1ccccc1F)NCCN1CCN(C(=O)c2cccs2)CC1 returned GIRK2 activator inactive.
Screening Cc1nn(C2CCS(=O)(=O)C2)c2nc(-c3ccccc3)cc(C(=O)Nc3cccc(F)c3)c12 (configuration not stated) returned GIRK2 activator inactive.
CC(C)S(=O)(=O)c1cccc(C(=O)Nc2nc(-c3ccc(Cl)cc3)cs2)c1 was read as GIRK2 activator inactive.
`O=C(NCC(O)(c1cccs1)C1CC1)c1nc2ccccc2s1` (configuration not stated) gave GIRK2 activator inactive.
For COc1ccccc1CNC(=O)Cc1cc(-c2ccccc2)on1 the results were GIRK2 activator inactive.
CC(C)c1cccc2sc(NCC3CCCO3)nc12 (configuration not stated) was read as GIRK2 activator inactive.
`CC(O)CNc1nc2c(c(=O)[nH]c(=O)n2C)n1Cc1cccc2ccccc12` (configuration not stated) gave GIRK2 activator inactive.
For COc1ccc(N2CC(C(=O)NCc3n[nH]c(=O)c4ccccc34)CC2=O)cc1 (configuration not stated) the results were GIRK2 activator inactive.

Sorted by molecular weight (rising): some entries from above
`O=C(NCC(O)(c1cccs1)C1CC1)c1nc2ccccc2s1` (configuration not stated) gave GIRK2 activator inactive.
Screening COc1ccc(Cl)cc1S(=O)(=O)NCC1CCN(Cc2cccs2)CC1 returned GIRK2 activator inactive.
Screening Cc1nn(C2CCS(=O)(=O)C2)c2nc(-c3ccccc3)cc(C(=O)Nc3cccc(F)c3)c12 (configuration not stated) returned GIRK2 activator inactive.

(list continues)
Screening Cc1cc(=O)[nH]c(-n2nc(C3CC3)cc2NC(=O)CSCc2ccccc2)n1 returned GIRK2 activator inactive.
`Cc1cc(C)c2c(n1)nn1c(NCCN3CCOCC3)cc(C)nc21` gave GIRK2 activator inactive.
`COc1ccc(-c2nnc(NC(=O)Cc3ccc(C(C)C)cc3)o2)c(OC)c1` gave GIRK2 activator inactive.
`COc1ccc2nc(-c3cccc(NC(=O)c4c(F)cccc4Cl)c3)cn2n1` gave GIRK2 activator inactive.
For O=C(COc1ccc(F)cc1)NCCN1CCC(c2cccs2)CC1 the results were GIRK2 activator inactive.
For CCOCCn1c(CNC(=O)c2ccccc2)nc2ccccc21 the results were GIRK2 activator inactive.
Screening CCCc1nnsc1C(=O)Nc1nc(-c2cc(OC)ccc2OC)cs1 returned GIRK2 activator inactive.
For COc1ccc(NC(=O)CSc2ncc(S(=O)(=O)c3ccc(F)c(C)c3)c(=O)[nH]2)cc1Cl the results were GIRK2 activator inactive.
Cc1cc(NS(=O)(=O)c2c(C)noc2C)n(C2CCS(=O)(=O)C2)n1 (configuration not stated) was read as GIRK2 activator inactive.
CCCNC(=O)CCCCn1c(=O)c2ccccc2n(CC(=O)Nc2ccccc2Cl)c1=O was read as GIRK2 activator inactive.

By substructure, the entries above with an aryl thioether with sulfur outside any ring
For CC(CCc1ccccc1)NC(=O)C1CCN(c2ccc(Sc3ccccc3)nn2)CC1 (configuration not stated) the results were GIRK2 activator inactive.
For COc1ccc(NC(=O)CSc2ncc(S(=O)(=O)c3ccc(F)c(C)c3)c(=O)[nH]2)cc1Cl the results were GIRK2 activator inactive.

Continuation:
Screening O=C(NCCn1nc(-c2ccccc2)ccc1=O)Nc1ccc(Cl)cc1 returned GIRK2 activator inactive.
For CC(C)(C)c1cc(N2CCOCC2)n2ncc(-c3ccccc3)c2n1 the results were GIRK2 activator inactive.
For CCOc1ccccc1S(=O)(=O)NCC1CCN(c2ccccn2)CC1 the results were GIRK2 activator inactive.
Screening O=C(c1ccc2nsnc2c1)N1CCN(c2ccc(-c3ccco3)nn2)CC1 returned GIRK2 activator inactive.
Screening O=C(Nc1cc(Cl)cc(Cl)c1)N1CCN(c2ccc(-c3ccco3)nn2)CC1 returned GIRK2 activator inactive.
CCOC(=O)Cn1c(C2CC(=O)N(c3cc(C)cc(C)c3)C2)nc2ccccc21 (configuration not stated) was read as GIRK2 activator inactive.
For CC(=O)N1CCc2c(sc(NC(=O)CCCS(=O)(=O)c3ccc(C)cc3)c2C(N)=O)C1 the results were GIRK2 activator inactive.
O=C(NCC(O)C1CCCCC1)Nc1ccc2c(c1)OCO2 (configuration not stated) was read as GIRK2 activator inactive.
Screening O=C(CN1N=NC2C(=O)N(c3ccc(Br)cc3)C(=O)C21)Nc1ccc2c(c1)OCCO2 (configuration not stated) returned GIRK2 activator inactive.
`COc1ccc(CC(=O)Nc2nnc(-c3ccnn3C(C)C)o2)cc1C` gave GIRK2 activator inactive.
Screening CCOc1cccc(-c2noc(Cn3c(=O)n(CCc4ccccc4)c(=O)c4sccc43)n2)c1 returned GIRK2 activator inactive.
`O=C(Nc1ccc2c(c1)CN(S(=O)(=O)c1ccccc1)CC2)c1cnccn1` gave GIRK2 activator inactive.
CCOc1ccccc1NC(=O)CN1CCC(c2nnc(-c3ccco3)s2)CC1 was read as GIRK2 activator inactive.
For COc1ccc(N2CCN(C(=O)COc3ccc(Cl)cc3Cl)CC2)nn1 the results were GIRK2 activator inactive.
Screening CCC(CC)C(=O)Nc1cccc(-c2cn3nc(OC)ccc3n2)c1 returned GIRK2 activator inactive.
For COc1cn(CC(=O)Nc2cccc(C(F)(F)F)c2)c(CSc2nc(C)cs2)cc1=O the results were GIRK2 activator inactive.
`CCCCc1ccc(NC(=O)Cc2csc(NC(=O)OC)n2)cc1` gave GIRK2 activator inactive.
For C/C(=C/C(=O)O)C(=O)Nc1nc(-c2cccs2)cs1 the results were GIRK2 activator inactive.
`CC(C)(C)NC(=O)NCC1(O)CCOCC1` gave GIRK2 activator inactive.
For COc1ccc(CC(=O)N2CCN(c3ccc(-c4ccc(F)cc4)nn3)CC2)cc1OC the results were GIRK2 activator inactive.
For Cc1ccc(N2CC(C(=O)N3CCC(c4nnc(-c5ccco5)s4)CC3)CC2=O)cc1 (configuration not stated) the results were GIRK2 activator inactive.
Screening NS(=O)(=O)c1ccc(NC(=O)CCCn2nc(-c3ccccc3)ccc2=O)cc1 returned GIRK2 activator inactive.
`CCCCNC(=O)/C(C#N)=C\Nc1cc(OC)c(OC)cc1C(=O)OC` gave GIRK2 activator inactive.
For CN(C)CCOC(=O)C12CC3CCC(CC(C3)C1)C2 the results were GIRK2 activator inactive.
Screening COC(=O)c1c(NC(=O)C2CCCN(S(C)(=O)=O)C2)sc(C)c1C (configuration not stated) returned GIRK2 activator inactive.
O=C(NCc1ccc(F)cc1)NCC1CCN(C(=O)/C=C/c2ccco2)CC1 was read as GIRK2 activator inactive.
Screening CN1CCc2c(n(CC(O)CN3CCCC3)c3ccccc23)C1=O (configuration not stated) returned GIRK2 activator inactive.
`CC(C)c1cc(=O)[nH]c(-n2nc(-c3ccco3)cc2NC(=O)c2cc(-c3ccccc3)on2)n1` gave GIRK2 activator inactive.
`Cc1cc(C(=O)NCC(O)c2cccn2C)c(C)o1` (configuration not stated) gave GIRK2 activator inactive.
`COc1cccc(C(=O)Nc2nnc(Cc3cccs3)o2)c1` gave GIRK2 activator inactive.
`Cc1csc(C(=O)NCCC(O)c2cccs2)c1` (configuration not stated) gave GIRK2 activator inactive.
Screening CCCc1ccc(OCC(=O)Nc2ccc(OC)cc2OC)cc1 returned GIRK2 activator inactive.
For COc1ccc(-c2noc(Cn3ccn4nc(-c5ccc(C)c(C)c5)cc4c3=O)n2)c(OC)c1 the results were GIRK2 activator inactive.
COc1ccc(-c2ccc(C)c(NS(=O)(=O)c3ccc(OC)c(F)c3)c2)nn1 was read as GIRK2 activator inactive.
Screening CCOC(=O)NCC1CCN(S(C)(=O)=O)CC1 returned GIRK2 activator inactive.
`CCC(=O)Nc1sc(SCC(N)=O)nc1-c1ccccc1` gave GIRK2 activator inactive.
`Cc1ccc(C(=O)CSc2ccc(NC(=O)C(C)C)nn2)c(C)c1` gave GIRK2 activator inactive.
CCOc1cc(C(=O)Nc2cc3c4c(c2)CCN4C(=O)CC3)cc(OCC)c1OCC was read as GIRK2 activator inactive.
For COc1cc(OC)cc(C(=O)N2CCC(c3ccsc3)CC2)c1 the results were GIRK2 activator inactive.
Cn1nc(-c2cccc(NC(=O)Cc3ccc(Cl)cc3)c2)ccc1=O was read as GIRK2 activator inactive.

Among those listed so far, these have a CF3 group.
Screening O=C(NCC1(c2cccs2)CCCC1)C(=O)Nc1ccc(C(F)(F)F)cc1 returned GIRK2 activator inactive.
For COc1cn(CC(=O)Nc2cccc(C(F)(F)F)c2)c(CSc2nc(C)cs2)cc1=O the results were GIRK2 activator inactive.

(next part)
O=C(NCC(O)c1ccsc1)NC1CCCCC1 (configuration not stated) was read as GIRK2 activator inactive.
O=C(NCC(O)(c1cccs1)C1CC1)C1CCC1 (configuration not stated) was read as GIRK2 activator inactive.
COc1ccc(C(CNC(=O)C(=O)NC2CCCCC2)N2CCOCC2)cc1 (configuration not stated) was read as GIRK2 activator inactive.
`COc1ccccc1Oc1coc2c3c(ccc2c1=O)OCN(C1CC1)C3` gave GIRK2 activator inactive.
For Cc1ccc(NC(=O)N2CCN(c3ccc(Nc4ccncc4)nn3)CC2)cc1F the results were GIRK2 activator inactive.
CS(=O)(=O)N1CCCC(C(=O)Nc2ccc3c(c2)OCCO3)C1 (configuration not stated) was read as GIRK2 activator inactive.
Screening CCOCCCNC(=O)C(=O)Nc1c2c(nn1-c1ccc(OC)cc1)CS(=O)(=O)C2 returned GIRK2 activator inactive.
Screening COc1ccc(S(=O)(=O)NCC(C)(O)c2ccccc2)cc1C (configuration not stated) returned GIRK2 activator inactive.
CCOC(=O)C1=C(CS(=O)(=O)c2ccc(C)c(C)c2)NC(=O)NC1c1ccc(O)c(OC)c1 (configuration not stated) was read as GIRK2 activator inactive.
Screening O=C(NCCS(=O)(=O)N1CCN(Cc2ccccc2)CC1)c1ccc(Cl)cc1 returned GIRK2 activator inactive.
Screening O=C(CCCCn1c(=O)[nH]c2ccccc2c1=O)NC1CCCCC1 returned GIRK2 activator inactive.
Screening Nc1c(C(=O)N2CCCC2)nsc1C(=O)NCc1cccs1 returned GIRK2 activator inactive.
Screening CCOc1ccc(-c2ccc(OCCNS(=O)(=O)CC)nn2)cc1 returned GIRK2 activator inactive.
CC(C)Cn1nc2ccc(S(=O)(=O)N3CCC(C)CC3)cn2c1=O was read as GIRK2 activator inactive.
`CCOC(=O)c1cccc(NC(=O)Cn2cnc3c(-c4ccccc4)csc3c2=O)c1` gave GIRK2 activator inactive.
O=C(NCC1CCN(C(=O)Nc2ccc(F)cc2)CC1)c1cc(-c2ccco2)on1 was read as GIRK2 activator inactive.
`CCOc1ccc(CC(=O)N2CCN(c3ccc(OC)nn3)CC2)cc1` gave GIRK2 activator inactive.
`CCCS(=O)(=O)NCCCn1nc(-c2cccs2)ccc1=O` gave GIRK2 activator inactive.
O=C(NCCCO)C(=O)Nc1c2c(nn1-c1ccc(Cl)cc1)CSC2 was read as GIRK2 activator inactive.
Screening O=C(NCCN1CCOCC1)NC(=O)c1ccccc1 returned GIRK2 activator inactive.
For Cc1ccc(/C=c2/sc3nc(=O)cnn3c2=O)cc1 the results were GIRK2 activator inactive.
Screening CCCS(=O)(=O)N1CCC(CN2CCN(C)CC2C)CC1 (configuration not stated) returned GIRK2 activator inactive.
`CCOC(=O)C1=C(C)NC(C)=C(C(=O)OCC)C1c1ccco1` gave GIRK2 activator inactive.
Cc1ccc(S(=O)(=O)CCCC(=O)Nc2nnc(Cc3ccc(Cl)s3)o2)cc1 was read as GIRK2 activator inactive.
`COc1ccc(NC(=O)C2CCN(S(=O)(=O)c3ccc(OC)cc3)CC2)cc1` gave GIRK2 activator inactive.
For O=C(Cc1cccc2ccccc12)NCCCN1CCOC(c2ccccc2)C1 (configuration not stated) the results were GIRK2 activator inactive.
`COc1ccc(CCC(=O)Nc2ccc3c(c2)N(C(=O)C(C)(C)C)CC3)cc1` gave GIRK2 activator inactive.
COc1cn2c(cc1=O)C(=O)N(CCNC(=O)c1cnccn1)CC2 was read as GIRK2 activator inactive.
CCS(=O)(=O)NCC1CCN(Cc2ccccc2SC)CC1 was read as GIRK2 activator inactive.
O=C(Nc1ccc(C(F)(F)F)cc1)c1ccc(=O)n(Cc2ccc(C(F)(F)F)cc2)c1 was read as GIRK2 activator inactive.

Screens (PubChem)

These rows are one share of the data; count on the stated rates, not on these rows.
